Screens from PubChem.
FXN GAA850 act: FXN promoter activators, primary screen, cell-based, luciferase luminescence, HEK293 lucGAA850; HEK293 lucGAA850 FXN promoter luciferase reporter, 24 h; percent of 10 µM SAHA response; activation, % at 6 µM; actives 0.56% (n = 360,000); AID 540364, 2011;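 active = activation above the average of all compounds screened plus 3 SD, cutoff fixed separately per campaign, cut at about 7.5% in these data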;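 also: 0% = DMSO wells and 100% = 10 µM SAHA wells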
DAX1 inh-1: DAX1 (NR0B1) inhibitors, primary screen, cell-based, HEK293, Gal4-DAX1, luciferase luminescence. Nuclear receptor subfamily 0 group B member 1 (Homo sapiens), P51843. HEK293 Gal4-DAX1 luciferase reporter. inhibition, % at 6.75 µM. actives 0.99% (n = 340,000). AID 504766, 2011;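 active = inhibition above the mean over all tested compounds plus 3 SD, cut at about 4.2% in these data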;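 also: 0% = DAX1-transfected cells with DMSO and 100% = empty-vector control cells with DMSO; inhibition shows as a rise in luminescence from relieved DAX1 repression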
hcDAF-12 act: H. contortus DAF-12 nuclear receptor activators, primary screen, cell-based, luminescence, HEK293, lit1-tk-luc reporter. HEK293 hcDAF-12 lit1-tk-luc reporter; 0% DMSO, 100% Δ7-dafachronic acid. actives 1.4% (n = 370,000). activation, % at 6.8 µM;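 active = activation above the mean of all tested compounds plus 3 SD, cut at about 5.5% in these data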;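 also: 100% = response to 3 µM Δ7-dafachronic acid high control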
sPLA2-III inh: human group III sPLA2 inhibitors, primary screen, biochemical, QFRET, BODIPY PC-A2 liposome substrate; QFRET BODIPY PC-A2 liposome hydrolysis, fluorescence; actives 0.56% (n = 370,000); inhibition, % at 12.2 µM; Group 3 secretory phospholipase A2 (Homo sapiens), Q9NZ20;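 active = inhibition above mean plus 3 SD of compounds lying within the high and low control bounds, cut at about 19% in these data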;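 also: 0% = median of test compound wells and 100% = no enzyme DMSO wells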
Target sequence (Q9NZ20 whole entry, looked up): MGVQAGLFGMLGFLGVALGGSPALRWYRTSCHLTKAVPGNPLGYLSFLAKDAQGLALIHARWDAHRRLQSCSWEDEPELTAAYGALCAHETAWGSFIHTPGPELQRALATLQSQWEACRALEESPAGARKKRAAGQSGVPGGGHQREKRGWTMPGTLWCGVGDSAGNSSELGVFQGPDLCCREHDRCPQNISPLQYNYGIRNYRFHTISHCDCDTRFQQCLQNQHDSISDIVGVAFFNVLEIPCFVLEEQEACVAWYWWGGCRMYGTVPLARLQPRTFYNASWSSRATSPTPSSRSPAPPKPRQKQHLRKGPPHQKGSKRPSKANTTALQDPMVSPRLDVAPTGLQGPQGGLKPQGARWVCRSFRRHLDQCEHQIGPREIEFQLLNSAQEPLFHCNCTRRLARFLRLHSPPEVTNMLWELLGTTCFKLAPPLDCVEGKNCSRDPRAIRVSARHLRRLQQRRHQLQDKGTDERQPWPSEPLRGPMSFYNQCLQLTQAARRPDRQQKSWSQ
PLCb3 inh: human PLC-beta3 inhibitors, primary screen, biochemical, fluorescence | 1-phosphatidylinositol 4,5-bisphosphate phosphodiesterase beta-3 (Homo sapiens), Q01970 | Purified PLC-beta3, fluorogenic substrate | inhibition, % at 12.2 µM | actives 0.18% (n = 370,000); in the data active = inhibition above about 11%;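 also: 0% = median of compound wells on plate and 100% = full blocker control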
PLC-gamma1 inh: PLC-gamma1 enzyme inhibitors, primary screen, biochemical, fluorescence, purified enzyme. 1-phosphatidylinositol 4,5-bisphosphate phosphodiesterase gamma-1 (Homo sapiens), P19174. fluorogenic substrate. inhibition, % at 12.2 µM. actives 0.84% (n = 370,000). AID 720700, 2013; in the data active = inhibition above about 9.5%
ssDAF12 agonist: S. stercoralis DAF-12 nuclear receptor activators, primary screen, cell-based, luminescence, HEK293, GRIP1 co-expression, lit1-tk-luc | activation, % at 6.8 µM | Nuclear hormone receptor DAF-12 (Strongyloides stercoralis) | AID 652126, 2013 | HEK293 ssDAF-12/GRIP1 lit1-tk-luc reporter; % of 3 µM dafachronic acid response | actives 1% (n = 370,000);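 active = activation above the mean over all tested compounds plus 3 SD, cut at about 0.9% in these data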;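 also: 0% = DMSO-only wells and 100% = 3 µM delta7-dafachronic acid wells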
ADAM10 inh: human ADAM10 inhibitors, primary screen, biochemical, QFRET, HTS; recombinant ADAM10, EDANS/DABCYL FRET peptide cleavage, 3 h; inhibition, % at 7 µM; actives 0.62% (n = 370,000); Disintegrin and metalloproteinase domain-containing protein 10 (Homo sapiens), O14672;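 active = inhibition above a per-campaign cutoff equal to the mean of compounds falling between control-based bounds plus 3 SD, cut at about 20% in these data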;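 also: 0% = DMSO wells while the 100% control is not disclosed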
Target sequence (O14672 214-748 limits assumed): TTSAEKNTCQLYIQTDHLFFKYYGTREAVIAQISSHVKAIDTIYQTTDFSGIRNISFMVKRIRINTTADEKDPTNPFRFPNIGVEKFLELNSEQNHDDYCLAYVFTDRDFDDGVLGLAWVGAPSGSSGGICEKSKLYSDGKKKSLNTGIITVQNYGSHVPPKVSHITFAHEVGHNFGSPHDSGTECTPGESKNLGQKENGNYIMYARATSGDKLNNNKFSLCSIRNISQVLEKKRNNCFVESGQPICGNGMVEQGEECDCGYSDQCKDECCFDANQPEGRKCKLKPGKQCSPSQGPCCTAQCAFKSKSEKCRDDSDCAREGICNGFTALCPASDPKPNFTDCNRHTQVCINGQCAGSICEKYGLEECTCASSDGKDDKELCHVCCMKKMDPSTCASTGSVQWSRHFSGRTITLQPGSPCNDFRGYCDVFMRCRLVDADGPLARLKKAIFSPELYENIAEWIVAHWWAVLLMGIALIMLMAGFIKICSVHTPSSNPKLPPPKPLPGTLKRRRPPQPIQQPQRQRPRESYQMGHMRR
hgDAF12 agonist: H. glycines DAF-12 receptor agonists, primary screen, cell-based, luminescence, HEK293, GAL4 fusion, UAS-luciferase; Nuclear hormone receptor DAF-12 (Heterodera glycines), GAL4 fusion; HEK293 GAL4-hgDAF12 UAS-luciferase reporter, agonist luminescence; normalized to butyrate control; activation, % at 6.8 µM; actives 1.8% (n = 370,000);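 active = activation above a cutoff set at the mean of all screened compounds plus 3 SD, cut at about 10% in these data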;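 also: 0% = DMSO wells and 100% = sodium butyrate wells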
ADAM17 inh: ADAM17 inhibitors, primary screen, biochemical, QFRET; AID 720648, 2013; actives 0.83% (n = 370,000); inhibition, % at 6.95 µM; Disintegrin and metalloproteinase domain-containing protein 17 (Homo sapiens), P78536; recombinant ADAM17, EDANS/DABCYL FRET peptide cleavage;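 active = inhibition above the mean of compounds lying between control limits plus 3 SD, set per campaign, cut at about 8.5% in these data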;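 also: 0% = DMSO-only wells as the low control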
DAX1 inh-2: DAX1 (NR0B1) inhibitors on StAR promoter, primary screen, cell-based, luminescence, SF-1 (NR5A1), full-length DAX-1 | HEK293T StAR-luciferase reporter, SF-1/DAX-1 repression relief | inhibition, % at 6.8 µM | actives 1.1% (n = 370,000) | AID 652010, 2013;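 active = inhibition above the mean over all tested compounds plus 3 SD, cut at about 3.6% in these data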;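 also: 0% = DAX-1 cells with DMSO and 100% = cells lacking DAX-1 with DMSO; higher inhibition means more luminescence from relief of DAX-1 repression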
* marks the source's active call; other numbers are inactive results; / = no result given. Only part of the results is shown (hit frequency here may not be typical).

Each structure is followed by: DAX1 inh-1	ssDAF12 agonist	PLC-gamma1 inh	hcDAF-12 act	ADAM17 inh	sPLA2-III inh	DAX1 inh-2	ADAM10 inh	hgDAF12 agonist	PLCb3 inh	FXN GAA850 act
#1 COC(=O)C1=C(c2ccc(OC)c(OC)c2)C[C@@H]2CC[C@H]1N2C(=O)N1CCC(O)CC1
→ 1.6	-1.1	0	-1.5	-1	8	-0.4	4	0.3	3	2.2
#2 COC(=O)C1=C(c2ccc(F)cc2OCc2ccccc2)C[C@@H]2CC[C@H]1N2C(=O)NCc1ccc(Cl)cc1
→ -0.5	-1.6	4	-1.8	4	-15	-0.2	18	-3.7	2	-3.4
#3 Nc1ccccc1C(=O)OCC(=O)N1CCc2ccccc21
→ 0.3	-0.1	-119	0.8	-126	1	1.6	-440	5.2	-139	3.5
#4 COc1ccc(C(O)c2cc(OC)ccc2OP(=O)(N(C)C)N(C)C)cc1 (centres undefined)
→ -0.1	-1.9	0	0.2	-3	6	-0.3	-4	0.7	-1	0.1
#5 O=C(Cc1ccc(N(CCCl)CCCl)cc1)NC(Cc1ccc(Cl)cc1)C(=O)O (centres undefined)
→ 2.3	-1.0	-3	-1.5	-4	10	0.4	8	1.1	-10	-0.2
#6 Cc1ccccc1OCCN=Cc1c(O)n(C)c(=O)n(C)c1=O
→ -1.0	-1.5	1	-1.4	-1	5	-0.9	-10	-4.6	2	-1.5
#7 CCOc1ccc(C(C)=O)cc1Cn1ccsc1=N
→ 0.5	-1.3	0	-0.6	0	10	-0.3	-9	-0.8	-8	0.8
#8 O=C(NCCN1CCC2(CC1)C(=O)NCN2c1ccccc1)c1ccccc1F
→ /	-1.4	0	0.5	0	3	0.2	1	0.3	2	/
#9 Cc1nc2sccc2c(=O)n1-c1ccccc1Cl
→ -1.1	-1.2	-1	-2.0	-4	-7	0.0	-3	-0.5	-1	2.9
#10 CC(=O)OC1=CC[C@H]2[C@@H]3CC[C@H]4C[C@H](OC(C)=O)[C@@H](OC(C)=O)C[C@]4(C)[C@H]3CC[C@]12C
→ 0.6	-1.2	3	-1.1	2	-3	0.5	-6	1.7	6	-0.9
#11 c1ccc2c(c1)CNCc1cnnn1-2
→ 0.0	-0.5	-3	-0.6	0	15	1.1	-19	-0.3	-2	-1.2
#12 CC(C)S(=O)(=O)N1Cc2ccccc2-n2nncc2C1
→ -0.9	0.1	2	0.8	0	0	-0.1	0	-1.8	2	1.1
#13 Cn1nccc1C(=O)N1CCC2(CC1)OCCO2
→ 0.4	-0.2	2	-0.8	-2	-5	-0.2	-6	0.2	-5	-0.4
#14 CCSC(=O)N1CCCCCC1
→ 0.2	-0.4	2	-0.1	-2	-4	0.7	3	6.7	6	-1.2
#15 CCn1c(NN=O)nc2ccccc21
→ -0.6	-1.9	0	0.6	1	2	-0.4	-3	-3.1	-1	0.2
#16 COc1ccccc1NC(=O)N1C[C@@H]2C[C@@H](C1)c1cccc(=O)n1C2
→ 0.3	-0.8	1	1.3	-1	17	0.0	-11	0.6	3	0.4
#17 O=C1N[C@@H](Cc2ccccc2)C(=O)N2[C@H]1C[C@H]1c3ccccc3N(OOSc3ccccc3)[C@H]12
→ 0.7	-1.2	4	1.3	1	-1	0.9	9	-0.1	1	-1.6
#18 COC(=O)C1=C(c2cc3ccccc3s2)C[C@@H]2CC[C@H]1N2C(=O)NCc1ccco1
→ -1.1	-1.3	-2	0.1	-4	-2	-0.9	5	-1.1	-1	-0.1
#19 CC1(C)C2CC=C(CN3CCC(O)CC3)C1C2 (centres undefined)
→ 1.2	-1.6	6	-0.6	-2	0	1.4	-14	-0.6	1	1.8
#20 CC(=O)N[C@@H]1CC[C@@]2(O)[C@H]3Cc4ccc(O)c5c4[C@@]2(CCN3CC2CC2)[C@@H]1O5
→ -0.4	0.4	-2	-0.9	-5	2	0.7	-17	-2.1	-3	-3.4
#21 COc1ccc(-c2nn(CCC#N)cc2C(=O)Nc2ccccc2Br)cc1[N+](=O)[O-]
→ 4.9*	-1.6	2	-2.0	0	3	0.1	-5	-0.4	-8	2.6
#22 FC(F)(F)c1ccc(-c2ccc3c(c2)CNCc2cnnn2-3)cc1
→ /	-0.8	1	-2.2	-5	-9	1.3	-6	-1.4	-1	/
#23 COc1ccc(Cn2c(O)c(C=NCCN3CCOCC3)c(=O)[nH]c2=O)cc1
→ -0.3	-0.7	3	0.3	0	1	-0.1	11	-1.0	-2	0.9
#24 Oc1cc(Cl)c(Cl)c(Cl)c1
→ 0.4	-0.9	-2	-0.7	-3	-17	1.1	4	-2.7	-5	-0.5
#25 COc1ccc(C=C2C(=O)N(C)C(=O)N(C)C2=O)cc1CSc1ccccn1
→ 0.7	-0.8	3	-1.7	-2	0	-0.7	-2	1.4	2	4.0
#26 CN1C(=O)C(=Cc2ccccc2OCc2ccc(Cl)cc2)C(=O)N(C)C1=O
→ -2.0	-1.1	0	0.9	-2	8	0.6	-11	4.3	-1	3.3
#27 COc1ccc(C(O)(c2ccccc2)c2ccncc2)cc1 (centres undefined)
→ 2.9	-0.6	5	-0.9	1	2	0.1	-15	-0.7	2	1.5
#28 CCCCn1nnnc1C(c1ccc(OC)cc1)N1CCC2(CC1)C(=O)NCN2c1ccccc1 (centres undefined)
→ /	-0.8	7	-2.3	5	-5	-0.9	3	-4.9	0	/
#29 Cc1cccc(-n2c(C)nc3cc(C(=O)N4CCC5(CC4)OCCO5)ccc32)c1
→ 0.0	-1.8	-2	1.0	-5	-3	0.1	-3	-1.1	0	-1.8
#30 CCn1c(O)c(C=NCc2cccs2)c(=O)[nH]c1=O
→ 0.7	-0.2	2	-1.0	-1	2	0.6	1	-1.8	4	0.4

Numbers 29 to 30 of the list above:
Each structure is followed by: DAX1 inh-1	ssDAF12 agonist	PLC-gamma1 inh	hcDAF-12 act	ADAM17 inh	sPLA2-III inh	DAX1 inh-2	ADAM10 inh	hgDAF12 agonist	PLCb3 inh	FXN GAA850 act
#29 Cc1cccc(-n2c(C)nc3cc(C(=O)N4CCC5(CC4)OCCO5)ccc32)c1
→ 0.0	-1.8	-2	1.0	-5	-3	0.1	-3	-1.1	0	-1.8
#30 CCn1c(O)c(C=NCc2cccs2)c(=O)[nH]c1=O
→ 0.7	-0.2	2	-1.0	-1	2	0.6	1	-1.8	4	0.4

Additional compounds follow.
Each structure is followed by: DAX1 inh-1	ssDAF12 agonist	PLC-gamma1 inh	hcDAF-12 act	ADAM17 inh	sPLA2-III inh	DAX1 inh-2	ADAM10 inh	hgDAF12 agonist	PLCb3 inh	FXN GAA850 act
#31 CC1CCN(C(=O)COC(=O)c2cn(C)c3ccccc23)CC1
→ -0.7	-0.5	-2	-0.9	-2	-5	-1.3	-3	0.5	-4	4.2
#32 COC(=O)CN1C(=O)CN=C(c2ccccc2Cl)c2cc(Br)ccc21
→ /	-1.2	4	-2.2	-3	0	-0.1	-4	-1.6	-6	-0.1
#33 Cc1ccc(O)c(CN2CCN(c3ccccc3)CC2)c1
→ 1.6	-1.1	1	-0.2	-7	3	0.8	-8	0.9	0	0.6
#34 CCOc1ccc(C2(C#N)CC[N+](C)(C)CC2)cc1
→ 1.2	-1.5	0	-0.1	-6	-7	-0.2	-6	2.2	3	-1.5
#35 Cc1ccc(CNCCc2ccc(F)cc2)s1
→ 1.0	-1.1	7	4.0	-4	-7	-0.2	6	1.1	-3	0.1
#36 NC(=O)OCCSc1nnc(-c2cccc(C(N)=S)c2)o1
→ 0.2	-1.8	4	-0.8	1	9	-0.4	1	-0.5	-1	3.2
#37 O=c1cc(CN2CCNCC2)nc2sccn12
→ 4.9*	-1.2	-3	0.3	-9	7	0.1	-3	1.1	-7	0.9
#38 CCN1CCN(Cc2cccnc2)CC1
→ 1.3	-1.5	9.7*	-1.5	4	4	-0.2	17	-2.4	2	0.7
#39 O=C(c1c[nH]c2ccc(S(=O)(=O)N3CCC4(CC3)OCCO4)cc2c1=O)N1CCC2(CC1)OCCO2
→ 0.8	-1.6	-6	-0.9	-48	-4	0.1	-143	0.4	-13	-1.6
#40 CC(C)Oc1ccc(CCN)cc1Cl
→ 0.5	-1.1	1	0.0	1	23*	0.2	0	-1.4	0	-3.4
#41 N#CCCC#N
→ /	-1.0	1	-2.0	-3	-3	0.4	-4	0.5	2	/
#42 C=C(C)[C@@H]1[C@H]2OC(=O)[C@H]1[C@]1(O)C[C@H]3O[C@]34C(=O)O[C@H]2[C@]14C
→ -0.8	-1.5	-2	-2.3	-6	9	0.7	-8	-0.3	-1	-0.9
#43 COc1ccc(-n2c(C)nc3ccccc3c2=O)c([N+](=O)[O-])c1
→ 0.2	-1.0	1	0.7	-3	13	0.0	0	2.4	-6	-0.7
#44 Cc1ccc(N2Cc3ccccc3-n3nncc3C2)cc1
→ /	-1.3	7	-2.1	3	3	-1.1	-5	0.6	7	/
#45 O=c1[nH]sc2cc(F)ccc12
→ -0.7	-1.9	-1	0.3	-5	-1	-1.0	-5	-1.4	-5	0.6
#46 O=C(Nc1ccc(F)cc1)N1CC2CC(C1)c1cccc(=O)n1C2 (centres undefined)
→ -1.1	-1.0	3	-1.6	-3	1	-0.8	-1	-0.7	1	1.6
#47 CCN(C(=O)COC(=O)c1cc(C)n(C2CC2)c1C)c1ccccc1
→ -0.3	-0.9	0	-2.1	-3	12	-0.2	-14	-3.0	-10	0.3
